# LDHA block: LDHA (human) enzyme inhibition; activity change, % (values are at about 110 or 230 µM); AID 1347041; purified LDHA, NADH/diaphorase-resazurin fluorescence; stronger effect = lower value; 0.15% of 480,000 active; in the data active = activity change below about -30%; inconclusive = mostly about -25% to -30%;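 note: plate controls were DMSO wells for no effect and wells without enzyme for full effect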
#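 LDH5 2 nM; NADH 0.06 mM, pyruvate 0.2 mM; 200 mM Tris pH 7.4, EDTA, Tween-20; 5 min RT. Detection: diaphorase 0.133 mg/mL + resazurin 37 µM, fluorescence ex540/em590 at 0 and 20 min; normalized to enzyme-free and DMSO wells.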
# RGS4 inh: inhibitors of human regulator of G protein signaling 4; Potency, µM (highest dose often 114 µM), without a hit: at the highest dose activity change, negative = inhibition, most hits filed as inhibitors; 0.039% of 390,000 active; Transcreener GDP fluorescence polarization, RGS4-accelerated GTP hydrolysis; AID 504845; note: potency is the fitted concentration of half-maximal effect; % is set by controls: 0 for no effect and ±100 for the full control effect; nearly all actives have a fitted effect of over 75% in size; some results filed as inactive show a strong effect at the top dose
# Target sequence (P49798 whole entry, looked up): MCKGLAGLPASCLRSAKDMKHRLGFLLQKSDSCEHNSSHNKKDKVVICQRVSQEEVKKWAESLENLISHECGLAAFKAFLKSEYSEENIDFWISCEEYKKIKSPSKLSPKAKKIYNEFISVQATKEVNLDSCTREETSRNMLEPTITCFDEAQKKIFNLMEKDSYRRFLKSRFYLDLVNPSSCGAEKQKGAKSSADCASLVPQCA
#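 MLSMR compounds (23 nl, pin-transferred) preincubated 10 min at room temperature with a 500nM (2x) first reagent, then RGS4 at 900nM (2x) plus Transcreener GDP mix added; fluorescence polarization (620/688 nm) read before and after 90 min at 30 °C.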
# Pol eta inh: blocks human DNA polymerase eta activity. Potency, µM (highest dose often 114 µM), inactives show top-dose activity change, negative = inhibition, actives largely listed as inhibitors. Q9Y253. 1.2% of 390,000 active. recombinant Pol eta, fluorescent DNA replication assay; note: potency is the fitted concentration of half-maximal effect; % is set by controls: 0 for no effect and ±100 for the full control effect
#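 Pol eta (10 nM) was preincubated with compounds for 15 min at room temperature, after which fluorescent replication substrate (50 nM final) was added to start the reaction. Fluorescence was read kinetically at 0 and 10 min.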
# 12-LOX inh: ALOX12 (human) lipoxygenase inhibition. P18054. purified 12hLO, xylenol orange hydroperoxide absorbance. Potency, µM (titrated, usually from 108 µM), for inactives: top-dose activity change, negative = inhibition, actives largely listed as inhibitors. 1.1% of 580,000 active; note: potency is the fitted concentration of half-maximal effect; % is set by controls: 0 for no effect and ±100 for the full control effect
#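 Hydroperoxide product was detected by ferrous iron/xylenol orange as the 573 to 405 nm absorbance ratio. Arachidonic acid at 40 uM (final) was turned over for 30 min at room temperature by 150 nM human 12hLO, pH 7.0 Hepes buffer, after 15 min compound preincubation.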
# Pol kappa inh: blocks human DNA polymerase kappa activity; Q9UBT6; Potency, µM (titrated, usually from 107 µM), without a hit: at the top dose activity, negative = inhibition, hits mostly inhibitors; AID 588579; 0.53% of 400,000 active; purified Pol kappa, fluorescent DNA synthesis assay, 10 min; note: potency is the fitted concentration of half-maximal effect; % is set by controls: 0 for no effect and ±100 for the full control effect
# Target sequence (Q9UBT6 whole entry, looked up): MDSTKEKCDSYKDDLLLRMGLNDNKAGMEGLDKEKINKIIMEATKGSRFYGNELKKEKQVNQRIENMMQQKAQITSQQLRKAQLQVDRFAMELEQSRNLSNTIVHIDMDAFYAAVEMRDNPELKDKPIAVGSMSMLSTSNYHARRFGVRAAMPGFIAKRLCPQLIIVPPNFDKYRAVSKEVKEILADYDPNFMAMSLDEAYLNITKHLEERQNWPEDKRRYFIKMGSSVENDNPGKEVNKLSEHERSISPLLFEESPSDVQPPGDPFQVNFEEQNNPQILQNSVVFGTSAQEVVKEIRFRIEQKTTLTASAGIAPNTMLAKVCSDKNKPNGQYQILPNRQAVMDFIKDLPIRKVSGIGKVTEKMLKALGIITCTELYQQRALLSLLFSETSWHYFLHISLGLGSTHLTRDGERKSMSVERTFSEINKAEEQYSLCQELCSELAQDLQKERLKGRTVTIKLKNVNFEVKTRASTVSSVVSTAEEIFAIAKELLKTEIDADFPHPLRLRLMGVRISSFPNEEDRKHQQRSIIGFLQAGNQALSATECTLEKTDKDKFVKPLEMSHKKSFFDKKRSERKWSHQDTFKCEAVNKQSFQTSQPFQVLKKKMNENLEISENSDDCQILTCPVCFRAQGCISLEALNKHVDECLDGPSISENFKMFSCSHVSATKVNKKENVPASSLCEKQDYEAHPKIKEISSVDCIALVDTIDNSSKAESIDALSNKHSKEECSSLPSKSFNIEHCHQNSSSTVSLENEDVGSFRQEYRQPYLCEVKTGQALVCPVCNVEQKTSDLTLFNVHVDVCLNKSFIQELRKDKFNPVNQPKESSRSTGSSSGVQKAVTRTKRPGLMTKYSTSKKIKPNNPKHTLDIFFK
#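 10 nM Pol kappa was preincubated with compounds for 15 min at room temperature. Reaction started with 50 nM (final) substrate. Fluorescence read kinetically at 0 and 10 min.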
# APEX1 inh: inhibitors of human APE1 endonuclease; Potency, µM (titrated, usually from 65.8 µM), inactives show top-dose activity change, negative = inhibition, hits mostly inhibitors; 0.35% of 350,000 active; recombinant APE1, TAMRA/BHQ-2 abasic DNA cleavage fluorescence; P27695;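 note: potency is the fitted concentration of half-maximal effect; plate controls were vehicle for no effect and reference inhibitor for full effect; nearly all actives have a fitted effect of over 55% in size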
#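 APE1 at 0.75 nM preincubated 15 min at room temperature with compound. Reaction then started with 50 nM double-stranded THF-abasic substrate labelled with TAMRA/BHQ-2, and 525/598 nm fluorescence read kinetically. Activity taken as third-minus-first read difference, normalized to DMSO and NSC13755 controls.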
# Apoferritin bind: binds horse apoferritin like a general anesthetic; P02791; apoferritin/1-aminoanthracene competitive binding, fluorescence; Potency, µM (titrated, usually from 77.5 µM), without a hit: at the highest dose activity change, negative = displacement, actives largely listed as inhibitors; 0.074% of 350,000 active; AID 485281; note: potency is the fitted concentration of half-maximal effect; % is set by controls: 0 for no effect and ±100 for the full control effect; nearly all actives have a fitted effect of over 20% in size
#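 Probe: 1-aminoanthracene (50% saturated, PBS). Protein: horse-spleen apoferritin, 10 uM. Incubation: 10 min, room temperature. Detection: 380 nm excitation, 535 nm emission. Analysis: normalized response, four-parameter Hill.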
# ERG-DNA inh: ERG Ets/DNA interaction inhibition. fluorescence polarization, His-ERG Ets domain / labelled DNA. P11308. Potency, µM (doses to about 76.9 µM), for inactives: top-dose FP activity, negative = inhibition, hits mostly inhibitors. 0.028% of 370,000 active; active = well fitted inhibition curve with a large enough effect in the polarisation, with a control signal flat; inconclusive = small, poorly fitted or top-dose-only effect, or effect the other way, or a change in a side signal; inactive = no such curve, though single readings can be large or run the other way; the % refers to the polarisation;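 note: polarization taken with two DNA probes labelled with fluorescein and Texas red; potency is the fitted concentration of half-maximal effect; % of control where 0% means no effect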
#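 His-tagged ERG Ets domain (1 uM in the protein solution; 300mM KCl, 50mM Tris-HCl, 1mM EDTA, 1mM DTT, pH 7.5) received compound, then a probe mix of 5 nM fluorescein-DNA and 100nM Texas-615-DNA. Fluorescence polarization was read for both dyes.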
# Pol beta inh: blocks human DNA polymerase beta activity; P06746; Pol beta primer extension/strand displacement, fluorescence kinetic; Potency, µM (top dose mostly 114 µM), without a hit: at the top dose activity change, negative = inhibition, most hits filed as inhibitors; 1.3% of 340,000 active; AID 485314; note: potency is the fitted concentration of half-maximal effect; % is set by controls: 0 for no effect and ±100 for the full control effect
#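 Values derive from four-parameter Hill fits of normalized kinetic data: reads at 0 and 10 min following addition of 50 nM substrate to 10 nM Pol beta preincubated 15 min with compound.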
# * marks the source's active call; other numbers are inactive results; ? = inconclusive; . = not tested or not shown; [ ] = remark or other dose. Unless noted, calls come from the whole dose curve; as a rule, active = well fitted curve in the direction sought with a large enough effect; inconclusive = small, poorly fitted or top-dose-only effect, or another doubt; inactive = no such curve, though single readings can be large; an effect the other way counts as inactive or inconclusive. These rows are one share of the data, so the mix of outcomes need not match the whole.
# Sample of the layout (two entries):
SMILES,LDHA block,RGS4 inh,Pol eta inh,12-LOX inh,Pol kappa inh,APEX1 inh,Apoferritin bind,ERG-DNA inh,Pol beta inh
Cc1ccc(C(=O)NNC(=S)NC(=O)c2ccc(Cl)cc2)cc1,2,-31%,-6%,?,-20%,2%,-5%,-24%,19%
Cc1ccc(N(CCC#N)C(=O)CN2C(=O)NC(Cc3ccccc3)C2=O)cc1 (centres undefined),-2,0%,-13%,-17%,2%,-2%,-6%,-2%,9%

# The listing (from the top)
SMILES,LDHA block,RGS4 inh,Pol eta inh,12-LOX inh,Pol kappa inh,APEX1 inh,Apoferritin bind,ERG-DNA inh,Pol beta inh
Cc1ccc(C(=O)NNC(=S)NC(=O)c2ccc(Cl)cc2)cc1,2,-31%,-6%,?,-20%,2%,-5%,-24%,19%
Cc1ccc(N(CCC#N)C(=O)CN2C(=O)NC(Cc3ccccc3)C2=O)cc1 (centres undefined),-2,0%,-13%,-17%,2%,-2%,-6%,-2%,9%
Cc1nnc(NC(=O)CCS(=O)(=O)c2ccccc2)s1,-1,-7%,-10%,4%,6%,-3%,-10%,-1%,0%
COc1cccc(NCCC(=O)c2cccc([N+](=O)[O-])c2)c1,7,-33%,-17%,-4%,1%,1%,?,8%,16%
Cc1cc(C)cc(-n2c(=O)c3ccccc3n(CC(=O)NCC3CCCO3)c2=O)c1 (centres undefined),-4,-5%,-10%,-20%,0%,25%,1%,-11%,4%
Cc1ccc(NC(=S)NC(=O)C2CC2)cc1Cl,0,-25%,-24%,?,-11%,42%[activator],?,8%,?
CC(C)CNC(=O)c1ccccc1SCC(=O)NC12CC3CC(CC(C3)C1)C2,-4,-2%,-20%,-5%,-13%,2%,?,-19%,2%[57.1 µM]
CCc1c(C)sc(NC(=O)OC)c1C(=O)N1CCCCC1,-4,-12%,-2%,-2%,-17%,1%,-15%,?,1%
CCOc1ccccc1NC(=O)COC(=O)c1ccc(S(=O)(=O)N2CCCC2)cc1,-8,16%,-6%,-14%,-18%,15%,.,-4%,.
CCOC(=O)c1c(CN2CCCCC2C)oc2ccc(OC)cc12 (centres undefined),-1,-15%,-21%,-28%,3%,-8%,-9%,5%,-3%
COc1cc(NC(=O)Cc2ccc([N+](=O)[O-])cc2)c(C(=O)O)cc1OC,0,-17%,-14%,-13%,2%,11%,-9%,-3%,1%
CCc1nc2ccccc2n1CCc1ccccc1,-13,24%,3%,?,2%,17%,-4%,1%,2%
CCc1cc2c(=O)c(-c3nc4ccccc4n3C)coc2c(CN2CCCCC2C)c1O (centres undefined),-8,-49%,?,1%,-97%,?,4%,14%,28µM*
Cc1cccc(NCC(=O)N/N=C\c2ccccn2)c1,-2,-17%,-12%,374%[activator],-7%,-4%,-16%,9%,?
CCOC(=O)[C@H]1[C@H]2COc3cc(OC)ccc3[C@@H]2N2C(=O)CN(Cc3ccc(OC)cc3)C(=O)[C@@]12C,0,18%,-12%,2%,-7%,-10%,.,3%,.
CCCCOC(=O)Cn1c(=O)c2c(nc3n2CCCCN3c2ccc(C)cc2)n(C)c1=O,-2,-19%,-24%,?,-1%,-3%,-7%,-4%,1%
CCS(=O)(=O)N1CCN(c2ccc([N+](=O)[O-])c(NCc3cccnc3)c2)CC1,0,17%,3%,-29%,-25%,4%,?,11%,?
COc1ccc(CN2C(=O)CN=C2Nc2cc(C)ccc2C)cc1,1,-2%,-3%,?,-12%,-1%,-16%,-5%,-1%
CC(=O)Nc1ccc(C(=O)OC2CCOC2=O)cc1 (centres undefined),-1,-25%,-9%,3%,-9%,-7%,-7%,-4%,-6%
COc1ccc(S(=O)(=O)Nc2ccc(C(N)=O)cc2)cc1C(=O)N1CCCCCC1,-4,0%,-22%,15%,3%,26%,2%,3%,2%
COc1ccc(N(CC(=O)NCc2cccs2)S(=O)(=O)c2cccnc2)cc1,-10,7%,-7%,3%[57.4 µM],-3%,-3%,-6%,-8%,20%
CCOC(=O)C1CCCN(CC(=O)N2CCCc3c2c(=O)oc2ccc(OCc4ccccc4)cc32)C1 (centres undefined),6,-14%,-14%,22µM*,9%,.,3%,11%,7%
Cc1ccc(S(=O)(=O)N(C)C)cc1NC(=O)C1CCCCC1,-5,6%,-1%,?,1%,0%,0%,-1%,-14%
CS(=O)(=O)N(CCc1ccccc1)CC(N)=O,-1,2%,-6%,0%,0%,-1%,3%,6%,-21%
COc1ccccc1C1NC(=O)NC(C)=C1C(=O)OC1CCCCC1 (centres undefined),-15,10%,-5%,6%,-11%,?,5%,8%,12%
CCOc1ccc(/C=N/NS(=O)(=O)c2ccc(C)cc2)cc1OC,0,-6%,0%,-19%,1%,-2%,-10%,-16%,-1%
Cc1c(C(=O)NCCc2ccccc2)cccc1-n1cnc2cccnc21,-4,13%,-12%,-25%,-3%,.,7%,-1%,35%
O=C(CCn1c(=O)sc2ccccc21)NCc1ccco1,-3,3%,10%,21%,-4%,-2%,-6%,.,5%
OB(O)c1cc2ccccc2o1,1,1%,.,.,5%,-9%,8%,.,.
CC(=O)N1c2ccc(S(=O)(=O)NCCC(=O)Nc3ccc(Br)c(C)c3)cc2CC1C (centres undefined),2,3%,-16%,-13%,0%,.,-2%,8%,7%
O=C(CCSCc1cccc(F)c1)NCc1ccc(F)cc1,0,?,-4%,?,2%,7%,-10%,-3%,18%
COc1ccc(CNC(=O)COC(=O)c2ccc(OCC3CCCO3)cc2)cc1 (centres undefined),-1,-2%,-12%,13%,5%,36%,.,-2%,.
Cc1ccc(-c2nc3sc(CCNC(=O)c4ccc(F)c(F)c4)c(C)n3n2)cc1,-4,-24%,-17%,-11%,-9%[60.1 µM],.,6%,-2%,-11%
CCOCC(=O)Nc1ccc(-c2cn3cccnc3n2)cc1,2,-20%,-8%,-2%,8%,-19%,418%[activator],4%,17%
O=[N+]([O-])c1ccccc1/C=N/n1c(COc2ccccc2)n[nH]c1=S,-7,?,-4%,?,-5%,-1%,-21%,0%,-27%
CC(=O)c1ccc(NC(=O)c2cc3c(=O)oc4ccc(C)cc4c3s2)cc1,-7,17%,-7%,-13%,-15%,.,0%,1%,-18%
O=C(NCc1ccc(F)cc1)C(=O)NCC1OCCN1S(=O)(=O)c1ccc2c(c1)OCCO2 (centres undefined),0,-12%,-22%,14%,6%,-1%,-10%,-4%,2%
Cc1sc2ncn(CC(=O)NCCN3CCOCC3)c(=O)c2c1S(=O)(=O)N1CCC(C)CC1,5,5%,-2%,1%,-6%,5%,-3%,.,-1%
Cc1ccc(C(=O)CCC(=O)Nc2ccc(Cl)c(S(=O)(=O)Nc3cccc(Cl)c3)c2)cc1,-3,27%,-18%,17%,-20%,-1%,-8%,?,19%
O=C(CCS(=O)(=O)c1ccc2c(c1)NC(=O)CO2)NCCc1ccccc1,2,-61%[56.9 µM],-4%,0%,14%,10%,0%,1%,30%
COc1cc(OC)cc(C(=O)Nc2nnc3n2CCS3)c1,0,9%,3%,13%,1%[60.1 µM],.,12%,-7%,20%
CSc1ccccc1OCc1cc(C(=O)N(C)Cc2c(C)n[nH]c2C)no1,-9,-9%,-5%,.,-6%,4%,-8%,21%,3%
CCOC(=O)c1ccccc1NC(=O)CSc1nc2c(sc(=S)n2CC)c(=O)[nH]1,1,-26%,-1%,?,2%,.,.,12%,.
COc1cccc(-n2c(=O)c3sccc3n(CC(=O)NC3CCCCC3)c2=O)c1,-6,-14%,3%,-4%,-21%,1%,9%,2%,0%
CC1Oc2ccccc2N(CC(=O)Nc2ccc3c(c2)OCCO3)C1=O (centres undefined),-3,-11%,8%,0%,-10%,-1%,-14%,6%,17%
CCOc1ccc(Br)cc1C1C(C(=O)OC)=C(N)Oc2cc(N(C)C)ccc21 (centres undefined),19,3%,-17%,8%,-18%,-4%,10%,-3%,12%
Cc1ccc(S(=O)(=O)NNC(=O)C(O)(c2ccccc2)c2ccccc2)cc1,1,0%,-21%,1%,4%,5%,2%,6%,13%
O=C(N/N=C/c1cc(Br)ccc1O)Nc1ccccc1,-2,12%,-3%,-11%,-21%,-4%,-18%,0%,-14%
CCN(CC)C(=O)N1CCN(C(=O)c2ccc(C)cn2)CC1,3,7%,-5%,0%,4%,-1%,-5%,0%,0%
COc1ccc(OC)c(NC(=O)c2ccc(S(=O)(=O)N3CCN(C)CC3)cc2)c1,-1,-18%,4%,0%,-3%,1%,-14%,-2%,-3%
CC(=O)c1cccc(NC(=O)C(C)OC(=O)/C=C/c2cccs2)c1 (centres undefined),-5,-10%,-12%,?,-5%,11%,.,2%,.
COc1ccc(-n2c(Cc3ccccc3)nnc2SCC(=O)N2CCCc3ccccc32)cc1,-2,-13%,-18%,-25%,-14%,-1%,8%,-6%,0%

# Some of these compounds in order of the Pol kappa inh value, low to high:
molecule | RGS4 inh | Pol eta inh | 12-LOX inh | Pol kappa inh | ERG-DNA inh
O=C(N/N=C/c1cc(Br)ccc1O)Nc1ccccc1 | 12% | -3% | -11% | -21% | 0%
COc1ccc(-n2c(Cc3ccccc3)nnc2SCC(=O)N2CCCc3ccccc32)cc1 | -13% | -18% | -25% | -14% | -6%
CC(=O)c1cccc(NC(=O)C(C)OC(=O)/C=C/c2cccs2)c1 (centres undefined) | -10% | -12% | ? | -5% | 2%
Cc1ccc(S(=O)(=O)NNC(=O)C(O)(c2ccccc2)c2ccccc2)cc1 | 0% | -21% | 1% | 4% | 6%

# Screens deposited in PubChem BioAssay by National Center for Advancing Translational Sciences (NCATS).
